Screens (PubChem BioAssay)
GSK3 alpha inh = blockers of GSK3A enzyme activity – biochemical, luminescence, cell-free homogeneous, HTS, primary screen. inhibition, % at 10 µM. hit rate 0.1% among 320,000. GSK-3 alpha kinase, ADP-Glo luminescence, 60 min. AID 2650, 2010;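 in the data active means inhibition above about 50%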;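 further: GST-tagged GSK-3 alpha with peptide substrate and 25 µM ATP; 0% = DMSO neutral wells and 100% = GW8510 positive control wells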
Target sequence (P49840 whole entry, looked up): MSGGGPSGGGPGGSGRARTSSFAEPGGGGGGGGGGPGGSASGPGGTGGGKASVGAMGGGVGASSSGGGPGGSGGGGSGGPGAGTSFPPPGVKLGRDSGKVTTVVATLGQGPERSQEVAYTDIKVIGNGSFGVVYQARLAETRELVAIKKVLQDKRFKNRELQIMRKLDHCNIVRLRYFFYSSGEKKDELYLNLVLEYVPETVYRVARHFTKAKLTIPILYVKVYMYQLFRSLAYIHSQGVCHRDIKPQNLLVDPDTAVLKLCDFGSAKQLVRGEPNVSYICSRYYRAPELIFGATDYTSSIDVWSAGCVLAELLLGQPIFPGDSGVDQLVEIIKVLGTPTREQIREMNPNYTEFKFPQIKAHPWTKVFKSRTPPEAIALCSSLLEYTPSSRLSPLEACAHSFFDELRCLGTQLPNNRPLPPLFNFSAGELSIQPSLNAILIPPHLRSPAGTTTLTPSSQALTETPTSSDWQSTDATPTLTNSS
RGS4 block = RGS4 inhibitors, primary screen, cell-based, HEK293 M3R inducible RGS4, calcium flux; Regulator of G-protein signaling 4 (Homo sapiens), P49798; Fluo-4 calcium flux; active compounds read high; triggered by carbachol at its EC20; B-score at 10 µM; hit rate 0.45% among 310,000;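 active means B-score, a plate-corrected calcium signal, over three deviations above library mean, with baseline fluorescence within five deviations of library mean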;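 further: RGS4 expression induced by doxycycline in cells with stable M3 receptor; B-score is computed from the integrated fluorescence ratio over baseline after carbachol; higher B-score means a larger calcium signal and so more RGS4 inhibition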
Target sequence (P49798 whole entry, looked up): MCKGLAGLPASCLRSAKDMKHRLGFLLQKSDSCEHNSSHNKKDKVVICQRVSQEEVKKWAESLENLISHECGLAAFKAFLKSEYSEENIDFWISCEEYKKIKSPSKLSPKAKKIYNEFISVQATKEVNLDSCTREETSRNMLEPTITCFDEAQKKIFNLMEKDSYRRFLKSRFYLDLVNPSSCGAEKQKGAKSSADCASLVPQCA
KCNK9 inh = KCNK9 potassium channel inhibitors, primary screen, HEK293 cells, thallium flux | FluxOR thallium flux fluorescence; active compounds read low | hit rate 1.2% among 310,000 | B-score at 10 µM;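 active means ratio B-score over 3 SD below the library mean, with starting fluorescence within 5 SD of its mean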;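 further: negative B-score means less thallium flux so channel inhibition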
GSK3beta inhib = human GSK3beta kinase inhibitors, primary screen, biochemical, cell-free homogeneous, HTS. Glycogen synthase kinase-3 beta (Homo sapiens), P49841. GST-GSK3beta kinase, ADP-Glo luminescence, 60 min; active compounds read low. activity score (negative = inhibition), % at 10 µM. hit rate 0.038% among 300,000;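 active means more than half of replicate wells score below -50%, meaning over 50% inhibition versus plate controls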;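 further: 0% = median DMSO wells and -100% = median GW8510 positive control wells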
Target sequence (P49841 whole entry, looked up): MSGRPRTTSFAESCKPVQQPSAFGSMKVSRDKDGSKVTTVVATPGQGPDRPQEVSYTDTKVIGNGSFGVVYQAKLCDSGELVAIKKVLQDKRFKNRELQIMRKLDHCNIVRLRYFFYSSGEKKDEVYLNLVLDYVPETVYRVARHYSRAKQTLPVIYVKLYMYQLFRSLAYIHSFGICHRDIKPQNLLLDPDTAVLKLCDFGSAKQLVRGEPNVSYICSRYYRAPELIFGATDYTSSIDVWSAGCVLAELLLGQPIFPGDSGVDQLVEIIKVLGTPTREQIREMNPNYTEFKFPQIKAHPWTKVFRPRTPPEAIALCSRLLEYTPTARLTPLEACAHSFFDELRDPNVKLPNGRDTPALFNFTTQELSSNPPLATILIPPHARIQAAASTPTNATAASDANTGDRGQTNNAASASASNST
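Test system – GST-tagged human GSK3beta kinase, cell-free · Incubation – 60 min enzyme reaction, room temperature · Signal – ADP-Glo luminescence · Also added – peptide substrate and ATP at 25 µM · Controls – DMSO neutral wells and GW8510 at 20 µM as positive · Buffer or medium – Tris/MgCl2 kinase buffer · Measure – Luminescence-derived activity versus plate DMSO and GW8510 wells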
PolyA inhibitor = polyadenylation inhibitors in yeast reporter cells, primary screen, luminescence, S. cerevisiae | S. cerevisiae SKY197-pL101 polyadenylation reporter, beta-gal luminescence; efflux-impaired pdr1/pdr3 knockout yeast; score 100 = 6 SD above DMSO | calls only at 12 µM | hit rate 0.02% among 300,000 | AID 1875, 2009;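 active means lowest replicate activity score at least 50, where 100 means six control SD above control mean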;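 further: yeast exposed to compound for 9 h at 30 °C; higher score means more reporter readthrough which indicates perturbed polyadenylation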
Dyrk1A ADPGlo = rat Dyrk1A kinase inhibitors, primary screen, biochemical, single point, plate reader; hit rate 0.43% among 310,000; AID 504441, 2011; ADP-Glo luminescence, NFATc1 peptide; inhibition, % at 12.5 µM; Dual specificity tyrosine-phosphorylation-regulated kinase 1A (Rattus norvegicus), Q63470; in the data active means inhibition above about 50%;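 further: plate controls were vehicle with enzyme for no effect and no enzyme for full effect; many of its hits are not listed in these tables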
hERG rescue = hERG rescue from dofetilide block, primary screen, cell-based, CHO-hERG, FluxOR thallium flux, dofetilide IC70; Voltage-gated inwardly rectifying potassium channel KCNH2 (Homo sapiens), Q12809; dofetilide IC70 present; activation (rescue from dofetilide block), less the hit threshold, % at 10 µM; hit rate 0.51% among 310,000;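 active means activation above the mean of controls blocked by dofetilide plus 5 SD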;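 further: thallium influx through hERG after potassium depolarization seen as dye fluorescence rise; in these data hits start at about 4.7%; inactives centre near -7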
KCNQ1 act = potentiators or activators of KCNQ1 channel, primary screen, cell-based, thallium flux, high-throughput. hit rate 0.35% among 310,000. Potassium voltage-gated channel subfamily KQT member 1 (Homo sapiens), P51787. CHO-K1 KCNQ1, thallium flux FluxOR fluorescence; active compounds read high. B-score at 10 µM;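 active means fluorescence ratio B-score, a plate-corrected score, at least three library SD, with initial intensity B-score within 5 SD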
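System: Stable KCNQ1 CHO-K1 line | Incubation: 90 min dye loading and 20 min compound exposure, both at room temperature | Measure: Ratio B score | Medium: Assay buffer for compound exposure, DMSO matched across wells | Compound dosing: Single-concentration screen | Probe or stimulus: K+/Tl+ depolarizing stimulus | Measured by: Kinetic FluxOR fluorescence, 10 s baseline plus 110 s post-stimulus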
RGS4 pot = RGS4 potentiators or activators, primary screen, cell-based, HEK293 M3R inducible RGS4, calcium flux; carbachol calcium flux Fluo4; active compounds read low; B-score at 10 µM; hit rate 0.92% among 310,000;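 active means B-score of the integrated calcium signal more than 4 SD below the library mean, with starting fluorescence not abnormally high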;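 further: negative B-score means reduced calcium response which marks RGS4 activation or potentiation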
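Reagent: ECmax carbachol challenge; Test system: M3R-expressing HEK293 line, RGS4 induced by doxycycline; Schedule: overnight RGS4 induction, 30 min dye load 37 °C, 20 min compound RT; Detection: calcium dye Fluo4 fluorescence; Read-out: Agonist-evoked peak-minus-minimum fluorescence over baseline, integrated ratio, B score.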
KCNK3 block = human KCNK3 channel inhibitors, primary screen, CHO cells, FluxOR thallium flux, B-score; B-score at 10 µM; AID 602410, 2012; Potassium channel subfamily K member 3 (Homo sapiens), O14649; FluxOR fluorescence; active compounds read low; hit rate 0.84% among 340,000;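 active means B-score under library mean minus 4 SD, starting fluorescence ratio at most library mean plus 5 SD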;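 further: more negative B-score means stronger inhibition of thallium flux through KCNK3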
KCNQ1 block = inhibitors of human KCNQ1 channel, primary screen, cell-based, thallium flux, high-throughput; Potassium voltage-gated channel subfamily KQT member 1 (Homo sapiens), P51787; B-score at 10 µM; hit rate 1.3% among 310,000; CHO-K1 KCNQ1, FluxOR thallium flux fluorescence; active compounds read high;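 active means compounds whose thallium flux B-score, printed positive for inhibition, exceeds three library SD while starting fluorescence stays within three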;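 further: channel opened by potassium depolarization with thallium stimulus after 20 min compound exposure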
* marks the source's active call; other numbers are inactive results; i = inactive; / = no result given. Only part of the results is shown, so the mix of outcomes need not match the whole.

SMILES	GSK3 alpha inh	RGS4 block	KCNK9 inh	GSK3beta inhib	PolyA inhibitor	Dyrk1A ADPGlo	hERG rescue	KCNQ1 act	RGS4 pot	KCNK3 block	KCNQ1 block
COc1ccc(-c2cc(=NC(CC(C)C)C(=O)O)c3cc(C)ccc3o2)cc1 (stereo not drawn)	/	i	i	4.8	i	1.7	-16.4	i	i	i	9*
O=C(CSc1nccc(-c2cccs2)n1)Nc1cccc(Cl)c1Cl	-1.5	i	i	1.6	i	/	-13.3	i	i	i	i
COc1ccccc1NC(=O)c1cc(S(=O)(=O)N2CCOCC2)ccc1Cl	-5.8	i	i	-0.8	i	-5.8	-9.0	i	i	i	i
O=C(CCCn1c(=O)[nH]c2cc(Cl)ccc2c1=O)NCCCN1CCCC1	-1.0	i	i	-0.9	i	-1.7	-3.4	i	i	i	i
O=c1[nH]c2ccccc2cc1CN(Cc1cccnc1)S(=O)(=O)c1ccc([N+](=O)[O-])cc1	0.7	i	i	-1.1	i	-0.2	-7.0	i	i	i	i
CC(=O)c1c(COC(=O)c2ccco2)nc2ccccc2[n+]1[O-]	-0.5	i	i	4.5	i	-4.3	-9.9	i	i	i	i
COC/C=C/C1=CC2=CC(=O)C(C)(OC(=O)c3cnc4ccccc4n3)C(=O)C2=CN1C(CO)CO (stereo not drawn)	0.0	i	i	2.4	i	8.7	-5.5	i	i	i	i
CC(C)(Cc1ccc(O)cc1)NC(=O)SCc1ccccc1	9.0	i	i	-5.2	i	-0.5	-10.3	i	i	i	7*
Cc1cccc(C(=O)NCC(=O)Nc2ccncc2)c1	/	i	i	0.7	i	-2.4	-3.9	i	i	i	i
CCOC(=O)c1sc(NC(=O)C2CC(=O)N(c3ccc(OCC)cc3)C2)nc1C (stereo not drawn)	6.3	i	i	-3.9	i	12.1	-16.4	i	i	i	i
NC(=O)CC(NC(=O)c1cccc(Br)c1)c1ccc(N2CCN(c3ccc(F)cc3)CC2)c([N+](=O)[O-])c1 (stereo not drawn)	-1.8	i	i	3.2	i	13.4	-2.9	i	i	i	i
C[N+]1(CCn2ccc3ccccc32)CCCCC1	-2.1	i	i	1.1	i	2.8	-8.2	i	i	i	i
CCOc1ccc(N2C(=O)C3C(c4ccccc4F)NN(C(=O)c4ccc(C)cc4)C3C2=O)cc1 (stereo not drawn)	/	i	i	1.1	i	3.8	-7.9	i	i	i	i
COc1ccc(NC(=O)CN2C(=O)COc3ccc(S(=O)(=O)N4CCOCC4)cc32)cc1Cl	-0.2	i	i	0.3	i	4.1	-2.4	i	i	i	i
CCOC(=O)c1ccc(N2C(=O)C(O)=C(C(C)=O)C2c2ccccn2)cc1 (stereo not drawn)	-0.3	i	i	2.8	i	-2.5	-8.8	i	i	i	i
COc1ccc(-n2c3nc4ccccc4nc3c3c(=N)oc(C)nc32)cc1	6.3	i	i	0.5	i	2.3	-11.1	i	i	i	i
CCOC(=O)c1c(CN2CCC(C)CC2)oc2ccc(OC)cc12	-2.4	i	i	3.4	i	-5.3	-8.3	i	i	i	i
Cc1noc(C)c1C(=O)N1CCC(C(=O)c2ccccc2)CC1	1.6	i	i	-2.5	i	/	-7.2	i	i	i	i
CC1=C(C(=O)OCc2ccccc2)C(c2ccccc2OC(F)F)NC(=O)N1 (stereo not drawn)	40.3	i	i	-47.0	i	2.4	-3.9	i	i	i	i
Cc1occc1C(=O)NNC1=CC(=O)CC(C)(C)C1	-0.3	i	i	0.5	/	-3.7	-5.8	i	i	i	i
CC(=O)Nc1cccc(OCC(=O)NC(C)C(C)C)c1 (stereo not drawn)	2.0	i	i	1.9	i	-9.4	-3.6	i	i	i	i
Cc1ccc(C)c(C(=O)NCCN(C)C)c1	-3.2	i	i	-1.4	i	5.2	-12.8	i	i	i	i
Cc1ccc(Cn2c(=N)c(C(=O)NC3CCCCC3)cc3c(=O)n4ccccc4nc32)cc1	-0.9	i	i	1.5	i	-5.9	-21.9	i	i	i	i
CC(=O)N1CCC(CCCC2CCN(C(C)=O)CC2)CC1	-0.9	i	i	1.6	i	-10.4	-0.4	i	i	i	i
CC1=CC(C)C2(CO)COC(c3ccc(O)cc3)C1C2C (stereo not drawn)	-3.4	i	i	3.7	i	0.0	-16.8	i	i	i	i
Cn1c(=O)[nH]c(=O)c2c1nc(N1CCN(CCO)CC1)n2Cc1ccccc1Cl	6.6	i	i	0.3	i	-9.6	-5.5	i	i	i	i
CCN1C(=O)[C@H]2[C@H]3[C@H](O)[C@H](O)C/C(=N\O[C@H](C)c4cn([C@H](CO)Cc5ccccc5)nn4)[C@@H]3CC[C@H]2C1=O	-2.9	i	i	-1.0	i	/	-7.9	i	i	/	i
Cc1cc(C(=O)NCCCC(=O)O)c(C)o1	-4.3	i	i	-1.2	i	1.3	-9.3	i	i	i	i
c1ccc(-c2ccccc2-c2nc(-c3ccncc3)no2)cc1	4.3	i	i	0.5	i	6.7	-9.8	i	i	i	i
COc1ccc(CNC(C)CCc2ccccc2)cc1 (stereo not drawn)	-0.5	i	i	-4.4	i	10.5	-11.0	i	i	i	i
CC1(c2ccc(OC(F)F)cc2)NC(=O)N(CC(=O)Nc2ccc(S(N)(=O)=O)cc2)C1=O (stereo not drawn)	-0.4	i	i	-1.5	i	-3.2	0.2	i	i	i	i
COc1cc(/C=N/NC(=O)C(NC(=O)c2ccccc2)c2n[nH]c(=O)c3ccccc23)ccc1OCC(N)=O (stereo not drawn)	1.5	i	i	-6.4	i	-3.6	-9.9	i	i	i	i
CC1CCN(S(=O)(=O)c2ccc3[nH]c(=O)ccc3c2)CC1	-1.3	i	i	-2.0	i	-4.1	-7.3	i	i	i	i
CC(C)c1nc2sc3c(=O)[nH]cnc3c2c2c1CCC2	-0.1	i	i	0.6	i	-7.6	-8.3	i	i	i	i
CCOC(=O)/C=C1\CN(Cc2cc(OC)c(OC)c(OC)c2)S(=O)(=O)c2ccc(C(F)(F)F)cc21	-0.1	i	i	-4.8	i	4.6	-11.7	i	i	i	i
O=C(COC(=O)[C@@H]1CC(O)CN1S(=O)(=O)c1ccc2c(c1)OCCO2)Nc1ccccc1F (stereo partly drawn)	-1.3	i	i	3.1	i	/	-2.5	i	i	i	i
Cc1cc(C)nc(SCC(=O)OCC(=O)Nc2nc3ccccc3s2)n1	5.3	i	i	3.6	i	2.3	-8.3	i	i	i	i
COc1ccc(N2CC(NC(=O)N3CCN(c4ccccc4)CC3)CC2=O)cc1 (stereo not drawn)	-3.1	i	i	1.5	i	0.2	-3.3	i	i	i	i
Fc1ccccc1CSc1ncnc2sc3c(c12)CCCC3	-5.1	i	i	-3.3	i	-6.1	-10.7	i	i	i	i
Nc1ccc(Cl)c(NC(=O)c2cccs2)c1	-3.2	i	i	-5.2	i	1.3	2.9	i	i	i	i
Cc1cc2nnc(SC3CCCCN(C(=O)c4ccc(F)cc4)C3=O)n2c2ccccc12 (stereo not drawn)	0.4	i	i	2.7	i	1.3	-4.6	i	i	i	i
CS(=O)(=O)N(CC(=O)NCC1CCCO1)c1cc(Cl)c(Cl)cc1Cl (stereo not drawn)	-3.4	i	i	3.0	i	2.0	-4.0	i	i	i	i
Cc1ccc(NC(=O)CCNS(=O)(=O)c2cccc3nonc23)cc1Cl	-1.6	i	i	-6.5	i	5.0	-6.7	i	i	i	i
Cc1cc(O)ccc1N/C=C(\C#N)c1nc2ccccc2o1	0.1	i	i	3.0	i	/	-3.0	i	i	i	i
CCOC1=NN(c2ncc(C(F)(F)F)cc2Cl)C(=O)/C1=C/N(C)C	-0.3	i	i	2.8	i	0.6	-4.4	i	i	i	i
CC(C)(C)c1ccc(-n2ncc3c2CCCC3NC(=O)c2ccncc2)cc1 (stereo not drawn)	-3.2	i	i	-0.7	i	2.9	-8.6	i	-8.89*	i	i
CCOc1ccc(-c2nnc(N)s2)cc1	-26.7	i	i	1.3	i	2.2	-3.1	i	i	i	i
O=C(Nc1cccc(O)c1)c1ccc(NC(=O)c2cccs2)cc1	-0.2	i	i	1.6	i	-1.6	-7.8	i	i	i	i
Nn1c(SCc2cccc(Br)c2)nnc1-c1cccnc1	1.0	i	i	0.4	i	/	-6.6	i	i	i	i
CCCOc1ncnc2c1[nH]c1ccc(C)cc12	0.9	i	i	-0.9	i	/	-2.4	i	i	/	i
O=C(CSCc1ccc([N+](=O)[O-])cc1)NC1CC1	0.0	i	i	-3.2	i	-5.0	-5.3	i	i	i	i
O=C(Cn1c(=O)oc2ccccc21)NC(=O)NCc1ccco1	-0.5	i	i	-0.8	i	-4.4	-12.1	i	i	i	i
CCOc1ccccc1C(=O)NC1CC2CCCC(C1)N2Cc1nnnn1Cc1ccco1 (stereo not drawn)	-1.4	i	i	6.5	i	2.5	22.5*	i	i	i	i
COC(=O)C(CC(C)C)NC(=O)CSc1nc(-c2ccccc2)c(C#N)c(=O)[nH]1 (stereo not drawn)	-3.9	i	i	1.8	i	4.9	5.3*	i	i	i	i
COc1ccccc1C(=O)N1CCN(CCc2ccccc2)CC1	9.6	i	i	-2.3	i	6.0	-7.7	i	i	i	i
COc1ccc(C(=O)N2CC3(CC(c4cccc(NC(=O)CC(c5ccccc5)c5ccccc5)c4)=NO3)C[C@H]2C(N)=O)cc1 (stereo partly drawn)	-2.0	i	i	-1.3	i	-5.0	-5.4	i	i	i	i
